# High-throughput results as filed in PubChem.
# CHRM1 agonist = human M1 muscarinic receptor agonism. CHO-K1 hM1, Fluo-8 calcium fluorescence, agonist mode; 0% DMSO, 100% acetylcholine EC100. activation, % at 3 µM. hit rate 0.33% among 360,000. AID 588814;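 active = activation above the run's mean compound activation plus 3 SD, cut at about 16% in these data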;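 also: peak over basal fluorescence ratio within a 140 s kinetic read after compound addition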
# Target sequence (P11229 whole entry, looked up): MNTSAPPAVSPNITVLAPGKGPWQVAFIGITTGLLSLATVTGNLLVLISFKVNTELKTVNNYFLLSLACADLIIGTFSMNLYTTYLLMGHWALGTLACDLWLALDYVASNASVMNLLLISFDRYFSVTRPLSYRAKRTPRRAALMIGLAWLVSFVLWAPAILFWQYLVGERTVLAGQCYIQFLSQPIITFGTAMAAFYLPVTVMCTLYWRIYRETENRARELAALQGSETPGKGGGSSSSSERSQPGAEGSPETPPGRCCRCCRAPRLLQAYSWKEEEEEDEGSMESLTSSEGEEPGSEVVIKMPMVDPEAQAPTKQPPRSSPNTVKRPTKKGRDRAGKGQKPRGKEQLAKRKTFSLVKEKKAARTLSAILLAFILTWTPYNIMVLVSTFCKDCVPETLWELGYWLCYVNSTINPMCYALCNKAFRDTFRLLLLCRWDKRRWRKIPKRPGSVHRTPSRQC
# M4 antag = blocks acetylcholine activation of human M4 receptor; P08173; CHO-hM4 cells, ACh EC80, Fluo-8 calcium fluorescence; inhibition, % at 3 µM; hit rate 0.73% among 360,000; AID 624125;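 active = inhibition above its plate's cutoff, the mean inhibition of sample wells plus 3 SD, cut at about 27% in these data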;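 also: 0% = acetylcholine EC80 with DMSO and 100% = DMSO without agonist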
# CHRM5 antagonist = CHRM5 antagonism in calcium assay; hit rate 0.59% among 360,000; inhibition, % at 3 µM; CHO-hM5 cells, Fluo-8 calcium fluorescence, ACh EC80;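 active = inhibition above a per-plate cutoff, the mean of that plate's test compounds plus 3 SD, cut at about 27% in these data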;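 also: 0% = acetylcholine EC80 with DMSO and 100% = DMSO without agonist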
# TAAR1 agonist = human TAAR1 agonism. Q96RJ0. CHO RD-HGA16 TAAR1, Fluo-8 calcium fluorescence; vehicle wells 0%, saturating PEA agonist 100%. activation, % at 3 µM. hit rate 0.99% among 360,000. AID 624467;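 active = activation above the mean activation of all test compounds in the run plus 3 SD, cut at about 38% in these data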
# Target sequence (Q96RJ0 whole entry, looked up): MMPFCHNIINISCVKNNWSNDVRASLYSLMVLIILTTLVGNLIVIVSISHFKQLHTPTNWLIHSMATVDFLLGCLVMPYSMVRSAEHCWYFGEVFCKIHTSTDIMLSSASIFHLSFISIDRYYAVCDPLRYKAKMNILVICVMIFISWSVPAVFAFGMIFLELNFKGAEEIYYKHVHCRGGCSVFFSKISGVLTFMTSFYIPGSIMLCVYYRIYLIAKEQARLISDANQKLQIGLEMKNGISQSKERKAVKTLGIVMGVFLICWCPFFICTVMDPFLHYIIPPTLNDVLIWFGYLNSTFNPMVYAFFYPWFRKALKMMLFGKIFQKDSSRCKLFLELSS
#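 Repeats: no replicates (n 1) | Material: CHO-derived RD-HGA16 cells with stable Gα16 and human TAAR1 | Technique: Kinetic Fluo-8 calcium fluorescence | Schedule: 17-24 h seeding, 75 min 37 °C dye, 30 min RT | Evaluation: % activation from peak over basal fluorescence ratio, DMSO-to-PEA scaled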
# CHRM1 PAM = human CHRM1 positive allosteric modulation | hit rate 0.088% among 360,000 | activation, % at 3 µM | CHO-K1 hM1, Fluo-8 calcium fluorescence, ACh EC20; 0% = ACh EC20, 100% = maximal ACh | P11229; in the data active = activation above about 19%, passing the limit was not always enough
# M5 ag = CHRM5 agonism in calcium assay | P08912 | AID 624037 | hit rate 0.19% among 360,000 | CHO-K1 hM5 cells, Fluo-8 calcium fluorescence; 0% DMSO wells, 100% maximal acetylcholine response | activation, % at 3 µM;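 active = activation above the run's mean over test compounds plus 3 SD, cut at about 23% in these data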;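 also: signal is peak over basal fluorescence ratio across the kinetic read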
# M4 ag = CHRM4 agonism in calcium assay. AID 624127. activation, % at 3 µM. P08173. CHO-K1 hM4/Gqi5, Fluo-8 calcium fluorescence; vehicle 0%, full acetylcholine response 100%. hit rate 0.14% among 360,000;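 active = activation above the run mean over all test wells plus 3 SD, cut at about 32% in these data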;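 also: peak over basal fluorescence ratio per well then scaled between controls; 0% = DMSO wells and 100% = acetylcholine at EC100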
# CHRM5 PAM = potentiates acetylcholine response at human M5 receptor; P08912; CHO-K1 hM5, Fluo-8 calcium, ACh EC20 PAM; 0% = ACh EC20, 100% = ACh EC100; activation, % at 3 µM; hit rate 0.3% among 360,000; AID 624038;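 active = activation above the run cutoff, the mean activation of all test compounds plus 3 SD, cut at about 18% in these data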
#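 system = human M5 receptor in CHO-K1 cells | reagent = EC20 acetylcholine as agonist stimulus | compound dosing = single-point, 3 µM nominal | incubation = Fluo-8 loading 80 min at 37 °C plus 30 min room temperature | detection = Fluo-8 calcium dye fluorescence, kinetic read | benchmarks = low control EC20 acetylcholine (0%), high control EC100 acetylcholine (100%)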
# M1 antag = human CHRM1 antagonism; inhibition, % at 3 µM; hit rate 1.3% among 360,000; CHO-K1 hM1, Fluo-8 calcium fluorescence, ACh EC80 antagonist; P11229;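 active = percent inhibition above its own plate's cutoff, namely the mean of that plate's compound wells plus 3 SD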;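 also: peak over basal fluorescence ratio during 140 s after agonist addition; 0% = ACh EC80 plus DMSO and 100% = DMSO alone without agonist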
# Numbers without * were called inactive; / = not tested or not shown. Some of the compounds tested; the hit share may differ from the screen's.
SMILES,CHRM1 agonist,M4 antag,CHRM5 antagonist,TAAR1 agonist,CHRM1 PAM,M5 ag,M4 ag,CHRM5 PAM,M1 antag
O=C(O)c1ccc(N/N=C/C(Br)=C/c2ccccc2)cc1,3,7,18,122*,9,6,6,-7,-14
Cc1cc(C)cc(OCC(=O)N2N=C(c3cccnc3)CC2(O)C(F)(F)F)c1 (stereo unspecified),1,5,11,5,1,8,8,-7,0
COc1cccc(-c2ocnc2C(=O)Nc2ccc3c(c2)CCC3)c1,-6,-5,-2,3,13,-3,3,5,-19
CNC(=O)c1ccc(CN(C)C(=O)c2cccc(S(=O)(=O)N3CCc4ccccc4C3)c2)cc1,3,-9,1,4,0,-1,3,-4,2
OC[C@@H]1CN(CCN2CCOCC2)C[C@H](n2cnc3c(N4CCOCC4)ncnc32)O1,0,-3,-5,2,5,1,0,1,-14
COc1ccccc1C(=O)NC(=O)COc1ccc(Cl)cc1Cl,0,-8,3,0,3,1,0,-1,-2
CC1=C(C(=O)Nc2ccccc2)C(c2cccs2)n2nnnc2N1 (stereo unspecified),-3,5,7,4,11,-1,1,-1,-9
CC(C)N(C(=O)[C@H]1C[C@H](CC(=O)NCCCN(C)C)C(=O)N2CCc3c([nH]c4cc(CCC(=O)N(C)C)ccc34)[C@]12C)C(C)C,-5,-1,6,1,6,0,0,0,-4
CCc1ccccc1NS(=O)(=O)c1ccc2c(c1)NC(=O)CC(=O)N2,-5,-1,0,-1,10,-1,0,-3,-5
CCOc1ccc(C(=O)CCC(=O)Nc2cccc(S(=O)(=O)N3CCCCC3)c2)cc1,-7,-5,0,-2,-1,-7,5,-20,-5
O=C(C1CCCO1)N1CCN(c2ncccn2)CC1 (stereo unspecified),-2,2,-11,1,8,3,0,2,-6
N/C(=N\OC(=O)c1cccc(C(F)(F)F)c1)c1cnccn1,4,-6,-10,3,14,0,3,15,1
COc1ccc(NC2=CC(=O)CC(c3ccc(C)cc3)C2)c(OC)c1 (stereo unspecified),10,-2,5,11,14,-1,1,5,-25
Cc1cc(C(=O)NCCCc2ccccc2)no1,-4,8,5,8,-3,-3,1,-1,13
Cc1cccc(-c2oc3ccc(-c4ccc5c(c4)OCO5)cc3c2C(=O)OCc2ccc(O)cc2)c1,4,-5,11,5,6,2,1,5,6
CC1Cc2ccccc2N1C(=O)C1CCN(S(=O)(=O)c2cccs2)CC1 (stereo unspecified),-3,-13,-5,15,3,2,0,-3,-20
Cc1nn(C)cc1CNC(=O)c1cnn2c1NC(c1ccc(Br)cc1)CC2C(F)(F)F (stereo unspecified),0,1,1,23,5,3,13,-4,-29
CCn1cc(CN2CCCC(CNC(=O)COc3ccccc3OC)C2)c(C)n1 (stereo unspecified),-3,-4,10,0,4,-4,2,0,6
Cc1c(C(=O)Nc2ccc(F)cc2)oc2ccc(S(=O)(=O)N3CCC4(CC3)OCCO4)cc12,1,-19,6,24,-11,3,11,-10,21
c1ccc(COc2ccc(OCCN3CCCCC3)cc2)cc1,-8,12,4,8,-16,-6,11,-6,15
Cc1noc(C)c1C(=O)N1CCN(Cc2ccccc2)CC1,-5,-2,2,6,-5,-2,0,-2,-1
Cc1ccc(C(NC(=O)c2cccc(S(=O)(=O)N3CCN(C)CC3)c2)c2ccccc2)cc1 (stereo unspecified),-7,-5,4,8,8,-9,5,-1,-2
Nc1n[nH]c2c1C1(CCCC1)Cc1ccccc1-2,-1,1,1,10,11,3,1,4,-13
Cc1ccc(S(=O)(=O)N2CCOCC2)cc1NC(=O)COC(=O)Cc1cccs1,0,-2,3,1,7,0,2,0,-8
O=C1CCCC2=C1C(c1cccs1)n1nc(SCc3ccccc3)nc1N2 (stereo unspecified),-6,11,3,10,1,-4,2,-4,-6

# Arranged by heavy-atom count (lowest first): part of the list above.
SMILES,CHRM1 agonist,M4 antag,CHRM5 antagonist,TAAR1 agonist,CHRM1 PAM,M5 ag,M4 ag,CHRM5 PAM,M1 antag
CC1=C(C(=O)Nc2ccccc2)C(c2cccs2)n2nnnc2N1 (stereo unspecified),-3,5,7,4,11,-1,1,-1,-9
COc1cccc(-c2ocnc2C(=O)Nc2ccc3c(c2)CCC3)c1,-6,-5,-2,3,13,-3,3,5,-19
O=C1CCCC2=C1C(c1cccs1)n1nc(SCc3ccccc3)nc1N2 (stereo unspecified),-6,11,3,10,1,-4,2,-4,-6

# Exported as tab-separated lines: entries from further up
SMILES	CHRM1 agonist	M4 antag	CHRM5 antagonist	TAAR1 agonist	CHRM1 PAM	M5 ag	M4 ag	CHRM5 PAM	M1 antag
OC[C@@H]1CN(CCN2CCOCC2)C[C@H](n2cnc3c(N4CCOCC4)ncnc32)O1	0	-3	-5	2	5	1	0	1	-14
COc1ccccc1C(=O)NC(=O)COc1ccc(Cl)cc1Cl	0	-8	3	0	3	1	0	-1	-2
CC1=C(C(=O)Nc2ccccc2)C(c2cccs2)n2nnnc2N1 (stereo unspecified)	-3	5	7	4	11	-1	1	-1	-9
CC(C)N(C(=O)[C@H]1C[C@H](CC(=O)NCCCN(C)C)C(=O)N2CCc3c([nH]c4cc(CCC(=O)N(C)C)ccc34)[C@]12C)C(C)C	-5	-1	6	1	6	0	0	0	-4

# Next part.
SMILES,CHRM1 agonist,M4 antag,CHRM5 antagonist,TAAR1 agonist,CHRM1 PAM,M5 ag,M4 ag,CHRM5 PAM,M1 antag
c1ccc2c(c1)COc1c3cc4c(cc3nn1-2)OCO4,0,-17,-8,-1,7,0,2,3,-18
CCS(=O)(=O)Nc1cccc(-c2nc3cccnc3s2)c1C,1,8,3,5,-2,4,5,-4,13
CCOC(=O)C1=C(CC)Nc2ccccc2N/C1=N\S(=O)(=O)c1cccc(C(C)=O)c1,-3,-9,3,1,6,3,2,-1,-10
Nc1nonc1-n1nnc(C(=O)N/N=C/c2ccccc2O)c1CN1CCCC1,1,-4,9,4,12,1,7,-5,-5
Cn1c(=O)n(Cc2ccccc2)c(=O)c2c1nc1n2CCCN1CCc1ccccc1,-4,7,3,10,-13,2,10,3,23
COc1ccc(S(=O)(=O)Nc2nnc(CC(C)(C)C)s2)cc1,-4,0,11,0,12,-2,0,-5,-18
Cc1nc(C)c(C(=O)C2=C(O)C(=O)N(CCCn3ccnc3)C2c2ccccc2)s1 (stereo unspecified),-4,8,5,6,4,0,1,7,-4
CCc1ccc(S(=O)(=O)Nc2cc(SCC(=O)O)c(O)c3ccccc23)cc1,0,11,16,9,2,6,4,-4,2
CN1CCN(C(=O)c2ccc3c(Cl)c4c(nc3c2)CCCC4)CC1,-5,6,10,1,3,-3,1,5,4
O=S(=O)(c1cc(-c2nnc(-c3ccc(Br)cc3)o2)ccc1Br)N1CCCCCC1,2,-3,-2,/,8,0,1,-4,-30
Nc1nc2c(ncn2C2CCCC2)c(=O)[nH]1,0,3,-6,2,2,5,2,13,3
COc1cc(/C(=C/c2ccccc2)c2ccccc2)c2c(c1)oc1ccccc12,-2,-4,-2,0,5,4,1,3,-4
OC1CCCN(CC(O)COC(c2ccc(F)cc2)c2ccc(F)cc2)C1 (stereo unspecified),-7,-5,-3,5,2,-4,2,1,-5
COc1cccc(SCc2noc(C(=O)NCC3CCCO3)c2C(=O)O)c1 (stereo unspecified),-2,-4,7,12,5,4,1,-1,-2
COc1ccccc1OCCNC(=O)C(=O)c1c[nH]c2ccccc12,4,11,9,1,7,2,3,-3,-4
CCn1cc([N+](=O)[O-])c(C(=O)N2CCCCCC2)n1,-2,-12,-5,0,12,-6,0,1,-14
CCOC(=O)C(=O)N1CCN(c2cc3c(cc2[N+](=O)[O-])n(C)c(=O)n3C)CC1,-8,-5,-3,3,7,6,3,6,-12
CCOC(=O)c1cccc(NC(=O)CSc2nnnn2CC)c1,-1,-11,3,1,6,0,0,-5,-10
COC(=O)c1cc(S(=O)(=O)N2CCN(c3ccccc3OC)CC2)cn1C,-1,-16,-3,-1,0,6,7,0,4
C/C(CC1CC(COCCC(C)C)OC1=O)=N\NC(N)=S (stereo unspecified),-5,5,-5,7,5,-1,0,2,1
Cc1cc([N+](=O)[O-])cc2ncccc12,-1,-6,-8,-1,-3,-2,1,-2,5
CCCCNC(=S)N(CCCO)Cc1cc2cc3c(cc2[nH]c1=O)OCCO3,-8,2,17,0,4,-4,-1,-1,5
CCN(Cc1ccc(OC)c(F)c1)C(=O)/C=C/c1ccc(S(=O)(=O)N2CCOCC2)cc1,-3,-4,0,2,3,5,6,-1,-1
CCOC(=O)C1CCC(CNCc2ccccc2C)CC1 (stereo unspecified),-8,34*,0,2,-23,-17,2,-8,53*
Cc1ccccc1-n1c(N)cc(=O)[nH]c1=S,-2,-6,-1,2,-6,1,1,5,8
SMILES,CHRM1 agonist,M4 antag,CHRM5 antagonist,TAAR1 agonist,CHRM1 PAM,M5 ag,M4 ag,CHRM5 PAM,M1 antag
Cc1cccc(N2CCN(S(=O)(=O)c3ccc4c(c3)OCCO4)CC2)c1C,-3,-9,-10,2,3,-1,0,4,-13
O=S(=O)(Cc1nnnn1-c1ccccc1)c1ccccc1,-1,-9,-8,3,9,-4,1,5,-17
O=C(CC1(O)C(=O)N(CCc2ccccc2)c2ccccc21)c1ccccn1 (stereo unspecified),-1,-12,-2,8,3,2,3,0,-6
Cc1ccc2cc(CCNC(=O)c3cccs3)c(=O)[nH]c2c1,0,4,1,4,7,3,3,0,-10
Cc1cc(NS(=O)(=O)c2ccc(NC(=O)NC(C)(C(F)(F)F)C(F)(F)F)cc2)no1,-3,5,5,0,-1,-1,0,0,2
CCN1CCc2[nH]c3ccccc3c2C1,-10,-16,7,6,-8,-6,2,-5,12
CCCS(=O)(=O)Nc1cccc(-c2cn3c(n2)SCC3)c1,-2,12,-1,2,2,-3,0,2,-8
Cc1ccnc(NC(=O)Cc2ccc([N+](=O)[O-])cc2)c1,-9,0,13,8,-17,-2,19,-14,8
